Screens (PubChem BioAssay)
HUVEC tox TNFa – toxic to HUVEC cells under TNF alpha stimulation | AID 848 | HUVEC TNFalpha-stimulated, Hoechst cell count, imaging | cell count reduction, % at 2 µM | actives 0.17% (n = 93,000);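 active = cell count reduction exceeding the screen mean by over 5 SD, scaled to untreated wells per plate, cut at about 78% in these data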;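 also: cells counted after 24 h of TNF alpha exposure following the 1 h pretreatment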
LYP inh 2 – LYP (human) phosphatase inhibition | recombinant LYP catalytic domain, DiFMUP fluorescence | inhibition, % at 2 µM | actives 0.21% (n = 96,000) | AID 640;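 active = inhibition at 2 µM at or above a set limit, the screen mean plus 3 SD, cut at about 24% in these data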;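 also: 0% = DMSO with enzyme and 100% = enzyme fully blocked by orthovanadate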
Target sequence (Q9Y2R2 whole entry, looked up, the tested form may be a part): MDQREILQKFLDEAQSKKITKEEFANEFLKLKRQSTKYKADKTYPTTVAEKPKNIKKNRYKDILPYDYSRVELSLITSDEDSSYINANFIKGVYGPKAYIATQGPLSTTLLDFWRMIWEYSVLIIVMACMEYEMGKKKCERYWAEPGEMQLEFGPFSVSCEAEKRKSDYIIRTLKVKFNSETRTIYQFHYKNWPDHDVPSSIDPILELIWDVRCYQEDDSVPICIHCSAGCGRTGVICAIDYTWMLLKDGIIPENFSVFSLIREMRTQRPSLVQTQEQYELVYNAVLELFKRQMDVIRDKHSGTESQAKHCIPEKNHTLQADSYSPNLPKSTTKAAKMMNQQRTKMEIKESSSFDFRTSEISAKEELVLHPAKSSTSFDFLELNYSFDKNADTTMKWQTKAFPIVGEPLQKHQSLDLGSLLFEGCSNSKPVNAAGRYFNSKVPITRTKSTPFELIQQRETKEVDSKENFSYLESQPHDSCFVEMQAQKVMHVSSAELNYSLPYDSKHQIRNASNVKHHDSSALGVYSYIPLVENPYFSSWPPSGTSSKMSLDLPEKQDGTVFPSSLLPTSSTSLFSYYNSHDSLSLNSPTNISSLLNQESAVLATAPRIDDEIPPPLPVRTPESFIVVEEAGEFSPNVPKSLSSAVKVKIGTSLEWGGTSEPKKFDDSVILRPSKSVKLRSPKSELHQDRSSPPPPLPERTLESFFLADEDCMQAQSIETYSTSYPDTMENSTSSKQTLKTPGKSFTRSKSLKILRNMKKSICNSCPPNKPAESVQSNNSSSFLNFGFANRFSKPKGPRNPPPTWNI
cytoskel mod – alters cytoskeleton assembly in HUVEC cells | inhibition, % at 2 µM | HUVEC TNFa F-actin phalloidin imaging, high content | actives 0.18% (n = 91,000);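 active = inhibition above the batch mean plus 3 SD and confirmed as a hit by visual image inspection, cut at about 30% in these data, passing the limit was not always enough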; also: strong numbers were not always called active
Candida biofilm – kills Candida albicans biofilms | C. albicans biofilm + clotrimazole, Alamar Blue | inhibition, % at 6 µM | actives 0.14% (n = 85,000) | AID 834;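 active = inhibition above 20%; inactive = inhibition below 20%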;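 also: preformed 24 hr biofilms exposed to compound for 48 hr; 0% = biofilm without compound and 100% = blank killed by clotrimazole plus chlorhexidine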
HUVEC tox IL1B – toxic to HUVEC cells under IL-1B stimulation; actives 0.41% (n = 94,000); AID 845; cell count reduction, % at 2 µM; HUVEC cell count loss, Hoechst imaging, IL-1B stimulated;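 active = cell count reduction more than 3 SD above the screen-wide mean, cut at about 70% in these data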;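 also: normalized per plate to untreated control cells as the no-loss baseline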
Smad3 FoxH1 inh – blocks human Smad3 binding to FoxH1 peptide. P84022. TR-FRET Smad3/Dy647-FoxH1 peptide binding, europium anti-His. inhibition, % at 25 µM. actives 0.29% (n = 88,000). AID 630;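 active = compounds that reduce the energy-transfer binding signal between the protein and its labelled peptide by more than half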;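 also: 0% = Smad3 plus labelled peptide maximal FRET and 100% = peptide-only background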
MT1-MMP txn act – activates MT1-MMP transcription; activation factor at 10 µM; actives 0.16% (n = 86,000); HT1080 MT1-MMP promoter luciferase reporter, luminescence, overnight; stronger effect = higher value;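 active = activation factor of at least 2 for MT1-MMP transcription at 10 µM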
hDAT+cocaine – modulates human dopamine transporter uptake under cocaine | Q01959 | LLC-PK1 hDAT cells, [14C]-dopamine uptake with cocaine IC80; actives deviate in either direction | B-score at 10 µM | actives 1.3% (n = 110,000) | AID 449768;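 active = Z score or B-score, a plate-position-corrected score, falls beyond the plate's 99.7% confidence bounds, in either direction; inactive = both scores lie inside the 99.7% bounds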;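 also: scored against the spread of the other compound wells on the same plate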
VCAM1 TNFa inh – reduces TNF alpha induced VCAM1 expression in HUVEC; HUVEC TNFa-induced VCAM-1 immunofluorescence, high-content imaging; inhibition, % at 2 µM; actives 0.48% (n = 95,000); AID 802;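 active = inhibition above the batch mean plus 3 SD, with images confirmed as a hit by eye, cut at about 37% in these data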;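 also: 0% = TNF-stimulated DMSO wells and 100% = unstimulated control wells; not every result past the cut was called active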
An asterisk follows results filed as active; x = not tested or not shown; [ ] = another dose, or the depositor's remark. This is a subset (hit frequency here may not be typical).

Sample of the layout, 4 compounds:
SMILES	HUVEC tox TNFa	LYP inh 2	cytoskel mod	Candida biofilm	HUVEC tox IL1B	Smad3 FoxH1 inh	MT1-MMP txn act	hDAT+cocaine	VCAM1 TNFa inh
COCCn1c(C)cc(C(=O)COc2nc3ccccc3nc2C)c1C	-17.5	-3.3	-14.2	3.2	-2.3	-6.6	1.1	-0.28	12.0
Cc1nc2ccccc2nc1N1CCCCC1	-9.9	-2.0	-6.5	9.3	-17.2	10.6	1.2	1.61	20.2
Cc1cccc(NC(=O)CCSc2nc(C)cc(C)n2)c1	4.9	-4.2	-26.2	x	-64.5	x	x	-0.561	-0.4
COc1ccc(NC(=S)NC(NC(=O)c2ccccc2Cl)C(Cl)(Cl)Cl)c([N+](=O)[O-])c1 (stereo unspecified)	-1.2	0.9	-14.4	1.9	-7.6	16.2	1.1	-1.84	-7.3

Main list, from the first entry:
SMILES	HUVEC tox TNFa	LYP inh 2	cytoskel mod	Candida biofilm	HUVEC tox IL1B	Smad3 FoxH1 inh	MT1-MMP txn act	hDAT+cocaine	VCAM1 TNFa inh
COCCn1c(C)cc(C(=O)COc2nc3ccccc3nc2C)c1C	-17.5	-3.3	-14.2	3.2	-2.3	-6.6	1.1	-0.28	12.0
Cc1nc2ccccc2nc1N1CCCCC1	-9.9	-2.0	-6.5	9.3	-17.2	10.6	1.2	1.61	20.2
Cc1cccc(NC(=O)CCSc2nc(C)cc(C)n2)c1	4.9	-4.2	-26.2	x	-64.5	x	x	-0.561	-0.4
COc1ccc(NC(=S)NC(NC(=O)c2ccccc2Cl)C(Cl)(Cl)Cl)c([N+](=O)[O-])c1 (stereo unspecified)	-1.2	0.9	-14.4	1.9	-7.6	16.2	1.1	-1.84	-7.3
CCC1(C)Cc2c(sc(NC(=O)CCC(=O)O)c2C#N)CO1 (stereo unspecified)	-12.8	-12.5	25.8	9.9	-54.9	1.1	1.3	x	16.1
Cc1nn(C(=O)c2cccc([N+](=O)[O-])c2)c(C)c1Sc1ccccc1	2.3	2.6	-5.9	x	x	x	x	0.346	-1.6
Cc1nc(C(=O)Nc2ccc(F)cc2)nn1-c1ccc([N+](=O)[O-])cc1	-26.8	0.2	0.7	x	2.5	x	x	0.568	3.8
CCOC(=O)c1cc(-c2cccs2)nn1CCC#N	-3.9	6.9	8.6	8.0	-10.7	-4.0	1.2	1.27	-17.4
O=C(CSc1nc2cc(Cl)ccc2s1)NC(=O)NCc1ccco1	x	x	x	6.4	x	0.2	1.1	-0.105	x
O=C1CC(C(=O)Nc2ccccc2C(=O)O)C(c2ccccc2)O1 (stereo unspecified)	-12.3	0.3	x	8.2	-77.4	-12.2	1	0.37	10.5
CC(=O)Cc1nsc(NC(=O)c2cc(-c3ccc(Cl)c(Cl)c3)oc2C)n1	-8.8	15.6	10.1	x	-3.7	x	x	0.0242	3.1
CCn1c(SCC(=O)c2ccc(O)c(O)c2)nnc1-c1ccccc1	-8.0	15.9	11.7	x	-18.0	x	x	x	5.3
CCc1cc(=O)oc2cc(OC(C)C(=O)O)c(Cl)cc12 (stereo unspecified)	x	x	x	0.3	x	-4.1	1.1	-0.483	x
CCNC(=S)N1CCN(CCN=CC2=C(O)CC(c3cccs3)CC2=O)CC1 (stereo unspecified)	6.3	-8.9	x	0.9	9.2	-11.5	1	0.126	22.1
O=C(NC(NCc1ccccc1)C(Cl)(Cl)Cl)c1cccnc1 (stereo unspecified)	0.3	-1.2	15.4	x	8.2	x	x	x	-0.3

Sorted by value in cytoskel mod (smallest number first): some entries from above
molecule | cytoskel mod
Cc1cccc(NC(=O)CCSc2nc(C)cc(C)n2)c1 | -26.2
COc1ccc(NC(=S)NC(NC(=O)c2ccccc2Cl)C(Cl)(Cl)Cl)c([N+](=O)[O-])c1 (stereo unspecified) | -14.4
COCCn1c(C)cc(C(=O)COc2nc3ccccc3nc2C)c1C | -14.2
CCOC(=O)c1cc(-c2cccs2)nn1CCC#N | 8.6
CC(=O)Cc1nsc(NC(=O)c2cc(-c3ccc(Cl)c(Cl)c3)oc2C)n1 | 10.1
CCn1c(SCC(=O)c2ccc(O)c(O)c2)nnc1-c1ccccc1 | 11.7

More results.
SMILES	HUVEC tox TNFa	LYP inh 2	cytoskel mod	Candida biofilm	HUVEC tox IL1B	Smad3 FoxH1 inh	MT1-MMP txn act	hDAT+cocaine	VCAM1 TNFa inh
CCn1c(CNC(=O)COc2c(C)cccc2C)nnc1SCC(=O)Nc1nccs1	-37.9	16.9	3.5	-2.9	-1.8	3.7	1.1	1.53	-17.2
Cc1ccc(P(=O)(CO)c2ccc(C)cc2)cc1	-6.9	1.0	5.0	-0.8	x	13.4	x	-0.0563	2.4
CCN(CC)CCN1C(=O)C(O)=C(C(=O)c2cccs2)C1c1ccc(C)o1 (stereo unspecified)	x	-10.9	11.2	-5.8	-10.4	-4.3	1.4	0.169	27.8
Fc1cccc(-c2cc3nc4c(c(N5CCC6(CC5)OCCO6)n3n2)CCCC4)c1	x	x	x	5.0	x	-14.8	1.4	1.64	x
COC(=O)CCSCC(=O)Nc1nnc(C)s1	x	x	x	2.4	x	-6.0	0.9	-0.527	x
O=C(C1CCCN(S(=O)(=O)Cc2ccccc2)C1)N1CCC(Cc2ccccc2)CC1 (stereo unspecified)	19.4	14.6	-13.6	2.9	6.5	-0.6	1	1.39	-7.2
CCOC(=O)C1CCN(C(=O)COc2cc(C)c(Br)cc2C)CC1	-20.0	-9.2	-4.1	3.1	-22.2	4.9	1.1	0.0708	-32.6
Cc1c(Nc2nc3ccccc3nc2NS(=O)(=O)c2cccs2)c(=O)n(-c2ccccc2)n1C	-6.7	5.2	9.7	-1.2	-0.5	-13.5	1	-0.753	-6.1
C=CCn1c(SCC(=O)NC2CCCCC2)nnc1C(C)NC(=O)c1cccs1 (stereo unspecified)	-17.4	-10.7	-3.5	7.1	-54.4	16.5[fluorescence artefact?]	1.2	0.973	-15.1
C(=N\c1nc2ccccc2n1CCN1CCCCC1)/c1ccc2c(c1)OCO2	-14.3	11.5	-0.9	7.5	-11.3	8.4	1.1	-0.2	3.6
CC(CC(=O)Nc1ccc(Cl)c([N+](=O)[O-])c1)c1ccccc1 (stereo unspecified)	-11.5	-8.4	1.1	x	-24.4	x	x	-0.636	2.4
COc1ccc(N2CCN(C(=O)C(OC(C)=O)c3ccccc3)CC2)cc1 (stereo unspecified)	-15.2	5.4	-19.7	3.3	-7.7	-2.5	1.3	0.0423	13.0
O=C(Cn1nnc(-c2cc(Cl)ccc2-n2cnnn2)n1)N1CCCc2ccccc21	5.5	-6.6	-24.7	4.9	-7.9	4.3	1	1.39	-7.0
c1ccc(CN2CCN(c3nc4ccccc4n4cnnc34)CC2)cc1	3.5	-4.5	-22.6	-1.4	27.6	1.6	1	0.0826	-6.0
O=S(=O)(NCCSCc1ccc(Cl)cc1Cl)c1ccc2c(c1)OCCO2	-12.1	-2.4	-2.0	x	-8.5	x	x	0.425	13.3
COc1cc(OC)nc(NC(=O)COC(=O)C2CCCCC2)n1	-13.8	-9.2	3.7	x	-26.0	x	1.2	0.501	7.7
COc1ccc(C(c2nnnn2Cc2cccs2)N2CCN(c3ccccc3F)CC2)cc1 (stereo unspecified)	-1.4	0.5	-24.5	4.0	-13.1	15.6	1.1	1.67	0.4
COc1ccc(-c2nnc(-c3cccnc3)o2)cc1OC	-15.0	-0.6	-32.7	8.9	-6.5	1.0	1.3	-0.0549	12.7
COc1ccc(/C=C(/C(=O)Nc2ccccc2C(=O)NC(C)C)c2ccccc2)cc1	-8.9	4.1	-32.0	x	-3.0	x	x	0.888	-6.4
O=C(O)CSc1nnc(Cc2ccccc2)n1Cc1ccccc1	-18.0	-7.8	13.9	7.2	-56.8	0.0	1.2	-0.202	16.9
O=C(CNCC1CCCO1)Nc1ccccc1-n1cccc1 (stereo unspecified)	5.5	1.5	-11.8	6.9	x	-17.8	1	-1.19	-6.5
CCOC(=O)c1ccccc1Nc1cn(C(C)=O)c2ccccc12	-3.0	4.8	-11.9	5.7	-70.9	-3.2	0.5	0.0598	19.3
CCSc1nc2sc3c(c2c(=O)[nH]1)CC(C)(CC)OC3 (stereo unspecified)	13.7	13.7	-20.8	0.1	0.7	-6.9	1	0.78	-8.9
O=S(=O)(c1ccc(Cl)cc1)N1CCSC1c1ccco1 (stereo unspecified)	-7.8	-14.1	7.1	1.9	17.0	-0.6	1.1	-0.0965	4.6
CCN(CC)C(=O)CC(c1ccc(F)cc1)c1ccco1 (stereo unspecified)	-1.6	-14.3	-11.6	7.2	-3.6	6.9	x	-0.085	-11.7
CCOc1ccc(N(C(=O)/C=C/C(=O)Nc2cc(C)on2)C(C(=O)NC2CCCC2)c2ccccc2C)cc1 (stereo unspecified)	10.3	4.1	-0.7	x	-42.5	x	x	0.299	-2.5
Cc1noc(C)c1CSc1nnc(-c2cccnc2)n1C1CCCCC1C (stereo unspecified)	x	x	x	1.9	x	11.9[fluorescence artefact?]	1.2	0.116	x
COc1ccc(-n2c(C)cc(C(=O)COC(=O)Cn3cnc4ccccc43)c2C)cc1	-13.0	-0.5	-11.7	-2.5	13.4	-7.7[fluorescence artefact?]	1	-0.685	14.9
Cc1c(S(=O)(=O)Nc2ccc3c(c2)OCCO3)c(=O)n(C)c(=O)n1C	-6.3	4.7	1.8	8.8	16.7	3.6	x	0.17	3.5
CC1(C)CC(=O)C=C(Nc2ccc(OCC(F)(F)C(F)F)cc2)C1	0.0	-20.8	5.3	5.3	4.7	1.9	1	0.204	11.4
O=C(CSc1nnc2c3cc(F)ccc3nc(-c3ccccc3)n12)N1CCOCC1	-10.9	-3.7	-0.6	4.9	-22.9	2.3	1.1	x	13.9
C=CCNc1sc(C(=O)c2ccccc2)c(N)c1-c1nc2ccccc2s1	-18.0	8.3	x	6.3	-6.1	-5.3	1.3	0.349	8.0
Cc1cc(C#N)c(C)c(SCc2[nH]nc3c2C(c2ccccc2)C(C#N)=C(N)O3)n1 (stereo unspecified)	-24.9	4.8	-2.7	7.1	-25.4	12.1	1.2	1.17	26.3
CCC(=O)Nc1ccc2c(c1)OCCO2	-3.4	-2.2	11.9	-0.6	-11.8	2.4	1.1	0.777	-0.7
N#Cc1c(/N=C/c2cc3ccccc3s2)sc2c1CCC2	-9.3	-3.5	-10.4	3.5	-8.6	4.8	1.6	-0.851	18.2
CCn1c(SCc2ccc(C(=O)Nc3nccs3)cc2)nnc1-c1ccc(NC(C)=O)cc1	-11.7	-2.8	-8.5	x	x	x	x	-0.757	14.1
COc1ccccc1CNc1ncnc2c1nnn2Cc1ccccc1	-35.3	0.8	24.4	6.9	-19.3	11.6[fluorescence artefact?]	1	-2.22	20.8
COc1ccccc1N1CCN(C(=O)c2ccc(Cl)c(S(=O)(=O)NCc3ccco3)c2)CC1	-0.8	0.1	-12.7	4.2	31.5	1.4	0.6	-0.00394	4.9
Cc1ccccc1CSCC(=O)NC(=O)NCc1ccco1	x	x	x	8.0	x	-14.9	1.1	1.37	x
CCC(=O)Nc1nnc(CSCc2ccc(F)cc2)s1	-41.3	1.9	x	-1.2	8.2	-3.5	1.1	0.363	8.1
Cc1cc(NC(=O)CSc2nccn2-c2ccc(F)cc2)no1	-1.5	-2.3	7.6	4.8	-4.8	3.8	1.1	-0.223	13.7
